ATXN2 expr inh: Primary qHTS for Inhibitors of ATXN expression; HEK-293 ATXN2-luciferase reporter, luminescence, 24 h; Potency, µM (series often up to 57 µM), for the others: top-dose activity change, negative = inhibition, most hits filed as inhibitors; actives 0.72% (n = 360,000); note: potency is the fitted concentration of half-maximal effect; % is set by controls: 0 for no effect and ±100 for the full control effect; nearly all actives have a fitted effect of over 55% in size
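qHTS (up to 57 uM final) was run with 24 h compound exposure of reporter cells at 37 °C. Each well was multiplexed: SteadyGlo luminescence measured ATXN2-luciferase expression after a fluorogenic Gly-Phe-AFC viability readout (25 uM final).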
IL-2 act: qHTS of IL-2 Activators | IL-2 activation reporter assay, cell-based qHTS; stimulated with anti-CD3/CD4/CD28 beads; in transgenic mouse T cells | activation, % (series mostly up to about 46 µM) | actives 0.065% (n = 360,000); in the data active = activation above about 50%; inconclusive = mostly about 30% to 49%; note: 0% is about no effect
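Unstimulated transgenic mouse T cells, 750 per well, received compound and, after 60 minutes, anti-CD3/anti-CD4 bead plus anti-CD28 stimulation. EGFP and DsRed were quantified after 18 hours.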
Nrf2 activator: qHTS of Nrf2 Activators | actives 0.31% (n = 410,000) | AID 624171, 2012 | AREc32 ARE-luciferase reporter (MCF7-derived line), luminescence, 24 h | Potency, µM (series often up to 46.1 µM), inactives show top-dose activation, most hits filed as activators; note: potency is the fitted concentration of half-maximal effect; % of control where 0% means no effect; nearly all actives have a fitted effect of over 65% in size
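AREc32_Fluc, 1000 cells/well, OPTI-MEM + 5% FBS, o/n 37 deg C 5% CO2; 23 nL cpd by pin tool, 24 hr; Steady-Glo 30 min RT, luminescence.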
Nrf2 block: Nrf2 qHTS screen for inhibitors. A549 ARE-Fluc reporter, luciferase luminescence, 18-24 h. Potency, µM (series often up to 46 µM), for inactives: at the highest dose activity change, negative = inhibition, most hits filed as inhibitors. actives 2.1% (n = 360,000); note: potency is the fitted concentration of half-maximal effect; % is set by controls: 0 for no effect and ±100 for the full control effect; nearly all actives have a fitted effect of over 60% in size
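A549 ARE_Fluc cells, 5000/well, 5% FBS OPTI-MEM; compounds in dose-response, 18-24 h at 37 °C/5% CO2; CellTiter-Fluor viability read (Ex 405/Em 525), then BugLite luciferase luminescence = Nrf2 activity.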
A549 viability: Nrf2 qHTS screen for inhibitors: counterscreen for cytotoxicity. A549 ARE-Fluc cells, CellTiter-Fluor viability, 18-24 h. Potency, µM (top dose mostly 46 µM), inactives show at the highest dose activity change, negative = cytotoxicity, hits mostly inhibitors. actives 0.16% (n = 390,000). AID 504648, 2011; note: potency is the fitted concentration of half-maximal effect; % is set by controls: 0 for no effect and ±100 for the full control effect
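Cytotoxicity counterscreen: CellTiter-Fluor fluorescence was measured in A549 ARE_Fluc cells after 18-24 h of compound exposure in a concentration series. The subsequent BugLite luminescent read reports ARE-luciferase activity.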
HepG2 viability: qHTS for Inhibitors of TGF-b: Cytotox Counterscreen; HepG2 CAGA-GFP viability, ATP luminescence, 18 h; Potency, µM (titrated, usually from 46.1 µM), without a hit: at the highest dose activity change, negative = cytotoxicity, most hits filed as cytotoxic; actives 0.76% (n = 410,000); AID 588856, 2011; note: potency is the fitted concentration of half-maximal effect; some results filed as inactive show a strong effect at the top dose
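CellTiter-Glo luminescence gave cytotoxicity after 18 hours at 37 degrees C. The cells were HepG2 CAGA-GFP in 1% FBS DMEM, stimulated with 500 pg/mL TGF-beta after compound addition. %Activity was normalised to no-cell wells (complete cell-killing) and DMSO (no toxicity), and curves were fitted and classified.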
TGFb SMAD3 inh: qHTS for Inhibitors of TGF-b | actives 1.2% (n = 410,000) | HepG2 CAGA-GFP TGF-b/SMAD3 reporter, GFP fluorescence, 18 h; TGF-beta stimulated, 500 pg/mL final | Potency, µM (doses to about 46.1 µM), inactives show at the top dose activity, negative = inhibition, hits mostly inhibitors; note: potency is the fitted concentration of half-maximal effect; % is set by controls: 0 for no effect and ±100 for the full control effect; nearly all actives have a fitted effect of over 65% in size
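TGF-beta reporter screen: HEPG2 CAGA-GFP, 1% FBS, 500 pg/mL TGF-beta final, 18 h; per-cell GFP summed per well; curves fitted and categorized by class.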
EPAC2 ag: qHTS for Agonist of cAMP-regulated guanine nucleotide exchange factor 4 (EPAC2): primary screen; Rap guanine nucleotide exchange factor 4 (Homo sapiens), Q8WZA2; EPAC2 activation, biochemical qHTS; response scale: 100% = 6.5 mM cAMP response; Potency, µM (series often up to 154 µM), for the others: top-dose activation, hits mostly activators; actives 0.079% (n = 360,000); note: potency is the fitted concentration of half-maximal effect; nearly all actives have a fitted effect of over 50% in size
Target sequence (Q8WZA2 whole entry, looked up): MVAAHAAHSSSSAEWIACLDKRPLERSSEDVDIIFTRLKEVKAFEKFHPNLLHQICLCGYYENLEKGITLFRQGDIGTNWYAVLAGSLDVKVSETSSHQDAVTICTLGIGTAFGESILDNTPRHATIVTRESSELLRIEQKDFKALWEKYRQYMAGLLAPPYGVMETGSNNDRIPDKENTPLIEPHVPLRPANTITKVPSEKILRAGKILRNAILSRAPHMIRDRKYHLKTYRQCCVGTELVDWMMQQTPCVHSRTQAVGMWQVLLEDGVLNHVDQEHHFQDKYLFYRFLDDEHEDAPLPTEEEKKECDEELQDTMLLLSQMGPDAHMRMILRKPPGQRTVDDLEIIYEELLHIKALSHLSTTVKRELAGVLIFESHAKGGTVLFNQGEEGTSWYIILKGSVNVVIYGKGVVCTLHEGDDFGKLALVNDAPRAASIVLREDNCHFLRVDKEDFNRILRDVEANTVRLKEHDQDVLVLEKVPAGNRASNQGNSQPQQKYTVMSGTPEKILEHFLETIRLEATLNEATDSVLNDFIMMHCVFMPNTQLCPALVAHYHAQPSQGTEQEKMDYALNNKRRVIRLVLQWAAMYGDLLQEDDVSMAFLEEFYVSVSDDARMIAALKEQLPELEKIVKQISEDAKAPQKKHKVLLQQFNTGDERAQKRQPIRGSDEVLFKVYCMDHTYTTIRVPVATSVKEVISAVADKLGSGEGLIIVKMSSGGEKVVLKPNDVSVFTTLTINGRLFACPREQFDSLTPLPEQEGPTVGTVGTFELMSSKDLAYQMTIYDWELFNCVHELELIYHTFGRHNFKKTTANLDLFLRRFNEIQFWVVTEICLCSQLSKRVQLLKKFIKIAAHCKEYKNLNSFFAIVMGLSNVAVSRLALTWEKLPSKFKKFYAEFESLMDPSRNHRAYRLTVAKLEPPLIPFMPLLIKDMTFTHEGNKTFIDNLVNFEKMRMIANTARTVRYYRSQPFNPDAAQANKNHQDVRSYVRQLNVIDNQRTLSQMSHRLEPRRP
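Setup: EPAC2 100 nM, labeled Rap1B complex 250 nM, free GDP 50 uM. Compound titrations pinned in, brief spin, 5 min room temperature incubation. Kinetic fluorescence read over 30 min, normalized to 6.5 mM cAMP.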
S2 tox: Viability Counterscreen for Primary qHTS for Inhibitors of ATXN expression; actives 0.49% (n = 400,000); S2 cells (HEK-293 line with an ATXN2-luciferase reporter) viability, CellTiter-Fluor protease fluorescence, 24 h; AID 651635, 2014; Potency, µM (doses to about 56.7 µM), actives largely listed as cytotoxic; note: potency is the fitted concentration of half-maximal effect; nearly all actives have a fitted effect of over 40% in size
Numbers without * were called inactive; i = inactive; ? = inconclusive; nt = not tested or not shown; [ ] = remark or other dose. Unless noted, calls come from the whole dose curve; as a rule, active = well fitted curve in the direction sought with a large enough effect; inconclusive = small, poorly fitted or top-dose-only effect, or another doubt; inactive = no such curve, though single readings can be large; an effect the other way counts as inactive or inconclusive.

SMILES	ATXN2 expr inh	IL-2 act	Nrf2 activator	Nrf2 block	A549 viability	HepG2 viability	TGFb SMAD3 inh	EPAC2 ag	S2 tox
COc1cc2c(cc1OC)[C@@H](NC(=O)CCC1CCCCC1)[C@H](O)C2	11%	-0.1	0.3%	7%	2%	-2%	-4%	0%	i
CCCCCN(C(=O)COC(=O)c1ccc(Br)o1)c1c(N)n(CCCC)c(=O)[nH]c1=O	-7%	-1.8	-0.6%	-7%	1%	6%	7%	-15%	i
Cc1ccc2c(c1)-c1c(c(C(=O)N3CCN(c4cc(C)ccc4C)CC3)nn1C)CS2	nt	nt	4.0%	nt	4%	-54%	-23%	nt	nt
CC1(c2ccc3c(c2)OCO3)NC(=O)N(CC(=O)Nc2ccccc2[N+](=O)[O-])C1=O (stereo not drawn)	8%	0.2	0.3%	?	-2%	3%	-20%	0%	i
COC(=O)CSc1nc(-c2ccccc2)c2c(c1C#N)CCCC2	3%	1.0	-0.1%	4%	-5%	-4%	0%	2%	i
COc1ccc(N/C(C)=C/C(=S)Nc2ccccc2)cc1	-1%	-2.4	9.5%	4%	2%	-30%	?	17%	i
Cc1ccc(/C=C/C(=O)NCc2ccc(S(N)(=O)=O)cc2)o1	-3%	-0.3	2.8%	5%	0%	9%	-21%	8%	i
Cc1csc(SCC(=O)Nc2cc(C(N)=O)cc(C(N)=O)c2)n1	-16%	-0.3	1.9%	?	-14%	-11%	4%	7%	i
O=C(N[C@@H](Cc1ccccc1)C(=O)N1CCN(S(=O)(=O)c2ccccc2F)CC1)c1ccco1	2%	1.1	-0.4%	-4%	0%	-3%	-1%	5%	i
CC(C)c1ccc(NC(=O)Cn2cccc2C2=NC(c3ccccc3)CO2)cc1 (stereo not drawn)	2%	-4.8	0.0%	10%	-3%	-22%	1%	-12%	i
CC1=C(C(=O)Nc2ccccc2)C(c2ccco2)n2ncnc2N1 (stereo not drawn)	3%	5.3	0.1%	-4%	0%	-15%	1%	11%	i
CCCNC(=O)C1(C)CCN(Cc2cccc(OC(=O)c3ccccc3)c2)C1 (stereo not drawn)	2%	-0.3	2.4%	nt	nt	0%	-13%	17%	i
COc1ccc2[nH]c(C)c(C(=O)CN3CC(C)OC(C)C3)c2c1 (stereo not drawn)	-12%	2.1	2.5%	3%	1%	-10%	5%	3%	i
COc1ccc(NC(=O)COc2ccc(C)nc2[N+](=O)[O-])cc1S(N)(=O)=O	-9%	-0.7	-0.7%	-1%	11%	-3%	19%	5%	i
CC(C)C1C(=O)N(Cc2cn(Cc3ccco3)nn2)CCS(=O)(=O)N1Cc1ccc(-c2ccc(F)nc2)cc1 (stereo not drawn)	-11%	-1.0	6.5%	nt	nt	-18%	4%	20%	i
CCN(C(=O)CSc1nc2c(cnn2-c2ccccc2)c(=O)[nH]1)C1CCS(=O)(=O)C1 (stereo not drawn)	6%	-3.0	1.8%	13%	-3%	28%	3%	-2%	?
O=C(CNc1cc(S(=O)(=O)N2CCOCC2)ccc1N1CCCC1)N1CCc2ccccc21	-3%	3.6	0.4%	-24%	-3%	-11%	0%	4%	?
COc1ccccc1-c1cc(C(=O)N/N=C\c2cnn(C)c2C)c2ccccc2n1	11%	-2.1	3.8%	7%	6%	-36%	-34%	5%	i
Cc1nc(N2CCC(C)CC2)c(C#N)c(C)c1[N+](=O)[O-]	-11%	-0.3	-0.6%	5%	14%	-25%	0%	8%	i
O=C1CC(c2cccc(Br)c2)c2cc3c(cc2N1)CCC3 (stereo not drawn)	-20%	-2.3	0.6%	?	?	-71%	?	20%	?
CCN(CC)c1ncnc2c1cnn2Cc1ccc(C)cc1	17%	-1.7	0.7%	?	5%	-5%	10%	-2%	i
O=C(Nc1nonc1-c1ccc(Cl)cc1)c1ccccc1	?	-0.3	1.0%	6%	-1%	-14%	-39%	1%	i
CC(=O)C1=C(O)C(=O)N(CC(=O)O)C1c1ccccc1Cl (stereo not drawn)	-11%	-1.7	-0.7%	-1%	-6%	9%	11%	7%	i
COCCn1nnnc1CN1CCC(NC(=O)c2ccc(Br)cc2)CC1	-16%	-1.4	-0.2%	-29%	0%	-27%	15%	8%	i
COc1cccc(N2CCN(C(=O)C3CCN(S(=O)(=O)c4cn(C)cn4)CC3)CC2)c1	nt	nt	0.3%	nt	1%	0%	14%	nt	nt
O=C(c1cccc(Cl)c1Cl)N1CCN(c2ccccn2)CC1	10%	1.1	0.0%	?	7%	0%	-13%	2%	i
Cc1cc(C)c(C(=O)N2CCCC(N3CCN(c4ccc(F)cc4)CC3)C2)o1 (stereo not drawn)	-17%	-1.2	2.1%	-24%	3%	-28%	-20%	11%	i
CCOc1ccc(/C=N/n2c(SC)nnc(C(C)(C)C)c2=O)cc1	-4%	-1.9	-0.1%	nt	-3%	5%	-4%	-27%	i
COC(=O)c1ccc(COc2ccccc2[N+](=O)[O-])o1	nt	-3.8	0.0%	-29%	-9%	16%	19%	5%	i
CC(C)(C)NC(=O)CN(C(=O)c1csnn1)c1ccccc1-c1ccccc1	3%	-0.7	3.5%	-4%	4%	-5%	-13%	3%	i
COc1ccc(NS(=O)(=O)c2ccc(O)c([N+](=O)[O-])c2)cc1S(=O)(=O)N1CCCCC1	-4%	1.2	0.0%	-2%	-7%	-4%	-1%	3%	?
CCCCOC(C)n1cc(F)c(=O)[nH]c1=O (stereo not drawn)	1%	-2.2	-0.7%	1%	1%	-4%	-8%	17%	i
CC(=O)Nc1c(O)c2cccc3c2n(c1=O)CCC3	-4%	-0.5	0.4%	3%	2%	-91%	?	11%	i
CCCc1cc(=O)[nH]c(SCC(=O)N2CCN(S(=O)(=O)c3ccccc3)CC2)n1	-8%	-1.5	-0.3%	?	-4%	6%	16%	5%	i
COc1ccc(C(=O)NCC(=O)N/N=C/c2cccnc2)cc1OC	16%	-0.5	-0.5%	6%	8%	-5%	-8%	4%	i
COc1ccc(N2CCN(C(CNC(=O)C(=O)NCC(OC)OC)c3ccco3)CC2)cc1 (stereo not drawn)	6%	-3.0	-0.5%	-15%	1%	6%	11%	0%	i
CCCCCCN=C1CC(C)(C)CC(=O)/C1=C(/O)CCC	-2%	0.2	3.8%	-20%	4%	11%	?	-1%	?
COc1ccc(-c2cc(C(F)(F)F)n3nc(C(=O)Nc4cc(C(F)(F)F)ccc4Cl)cc3n2)cc1OC	8%	nt	1.6%	27%	12%	-2%	-10%	nt	i
Cn1nc(C(F)(F)F)c(CNC(=O)C(C)(C)CCl)c1N1CCOCC1	-2%	-0.8	-0.4%	0%	-2%	0%	18%	9%	i
O=Cc1c(Cl)nc2ccccn12	-4%	-0.9	-0.6%	1%	-3%	-4%	-18%	13%	i

Ordered by the number under TGFb SMAD3 inh (highest first): some entries from above
| mol | TGFb SMAD3 inh |
| --- | --- |
| CCN(CC)c1ncnc2c1cnn2Cc1ccc(C)cc1 | 10% |
| CC(C)(C)NC(=O)CN(C(=O)c1csnn1)c1ccccc1-c1ccccc1 | -13% |
| O=Cc1c(Cl)nc2ccccn12 | -18% |

The list goes on.
SMILES	ATXN2 expr inh	IL-2 act	Nrf2 activator	Nrf2 block	A549 viability	HepG2 viability	TGFb SMAD3 inh	EPAC2 ag	S2 tox
CN(C)CCCNS(=O)(=O)c1ccc(-n2nnc3ccccc32)c([N+](=O)[O-])c1	-5%	-2.7	0.0%	2%	-6%	-82%	?	11%	i
O=C(CN1CCOCC1)NN=Cc1ccc([N+](=O)[O-])o1	-32%	1.0	-0.6%	nt	nt	-46%	?	1%	i
O=C(O)c1cc(N/N=C/c2cccc3ccccc23)ccc1Cl	102%[activator]	1.1	2.5%	?	0%	5%	1%	7%	nt
COc1ccc(NC(=O)C2CCN(S(=O)(=O)c3cn(C)cn3)CC2)cc1Cl	nt	nt	0.4%	nt	-7%	-2%	-3%	nt	nt
CC(C)Oc1ccc(C(=O)Nc2c3c(nn2-c2ccccc2)CS(=O)(=O)C3)cc1	0%	1.7	2.7%	8%	8%	13%	-2%	9%	i
CCCN1CCN(CCCNC(=S)Nc2ccc(OC)cc2)CC1	3%	0.5	0.5%	7%	-3%	9%	12%	9%	i
Cc1cc(=O)c(C(=O)c2ccccc2)c(C)o1	-12%	-0.5	-0.2%	7%	5%	10%	-4%	10%	i
Cc1c(Br)cc(C(=O)N2CCCC2)c(C)c1C	-7%	-0.5	-0.3%	-26%	2%	-8%	17%	5%	i
COc1ccc(-c2nc(C)ncc2N=Nc2ccccc2)cc1	14%	-1.8	3.2%	nt	1%	2%	-1%	22%	i
O=C(C1CCCO1)N1CCN(C(=O)C23CC4CC(CC(C4)C2)C3)CC1 (stereo not drawn)	nt	-1.4	-0.9%	nt	nt	1%	5%	7%	nt
CC(CC(c1ccccc1)N1CCc2ccccc2C1)=NO (stereo not drawn)	nt	-0.6	4.7%	nt	nt	-15%	-4%	11%	i
Cc1ccc(C(=O)Nc2ccc(N3CCN(C(=O)c4ccco4)CC3)cc2)cc1	-9%	1.3	-0.1%	-7%	0%	5%	-8%	4%	i
Cc1csc(NC(=O)/C=C/c2ccc(C)o2)n1	40%[activator]	0.3	18%	22%	-6%	-4%	0%	4%	i
O=S(=O)(NC1CC1)c1ccc(Cl)cc1	-12%	0.8	-0.9%	8%	4%	10%	3%	-1%	i

2 compounds picked at random from those above, as already listed:
SMILES	ATXN2 expr inh	IL-2 act	Nrf2 activator	Nrf2 block	A549 viability	HepG2 viability	TGFb SMAD3 inh	EPAC2 ag	S2 tox
O=C(C1CCCO1)N1CCN(C(=O)C23CC4CC(CC(C4)C2)C3)CC1 (stereo not drawn)	nt	-1.4	-0.9%	nt	nt	1%	5%	7%	nt
COc1ccc(-c2nc(C)ncc2N=Nc2ccccc2)cc1	14%	-1.8	3.2%	nt	1%	2%	-1%	22%	i

Screening results: PubChem, National Center for Advancing Translational Sciences (NCATS)
